# Source: PubChem
# TR SRC2 fluor cs – Texas Red fluorescence interference in TRb-SRC2 counter-screen; AID 1479; Potency, µM (doses to about 106 µM), for inactives: at the highest dose fluorescence change, negative = quenching; TRb/SRC2 Texas Red total fluorescence interference; 280,000 tested, 0.29% active; active = well fitted curve in either direction with a large enough effect; inconclusive = small, poorly fitted or top-dose-only effect
#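 Flags fluorescent or light-absorbing compounds by total fluorescence, S + 2P, at 555 nm excitation and 632 nm emission. Mixture: 20 nM Texas Red SRC2 peptide, 0.6 uM human TRb LBD, 1 uM T3, 5% DMSO; compound exposure 5 h at ambient temperature.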
# Tau fibril FP – blocks human tau fibril formation measured by polarization. P10636. K18 P301L tau heparin fibrillization, Alexa594 FP, 6 h. Potency, µM (top dose mostly 57.7 µM), inactives show top-dose activity, negative = inhibition, usual class: inhibitors. 280,000 tested, 0.39% active; note: nearly all actives have a fitted effect of over 55% in size
# Target sequence (P10636 561-689 P618L limits assumed): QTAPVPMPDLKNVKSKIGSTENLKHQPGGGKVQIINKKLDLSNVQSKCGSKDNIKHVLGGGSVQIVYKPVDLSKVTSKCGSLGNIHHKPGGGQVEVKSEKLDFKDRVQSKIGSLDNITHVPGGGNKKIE
#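 Compound effects on tau fibrillization are measured by Alexa 594 fluorescence polarization (ex 555, em 632 nm). K18 P301L tau is used at 15 uM with 0.24 uM labeled tracer, and 20 uM heparin induces aggregation over 6 hr at 37 C.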
# TRb SRC2 PPI – inhibitors of human thyroid hormone receptor beta-SRC2 interaction. P10828. TRbeta-SRC2 peptide binding, fluorescence polarization; receptor liganded with 1 µM T3. Potency, µM (doses to about 106 µM), for the others: top-dose activity change, negative = inhibition, usual class: inhibitors. 280,000 tested, 0.065% active. AID 1469;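 note: plate controls were bound peptide for no effect and peptide without receptor for full effect; nearly all actives have a fitted effect of over 50% in size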
# Target sequence (P10828 whole entry, looked up): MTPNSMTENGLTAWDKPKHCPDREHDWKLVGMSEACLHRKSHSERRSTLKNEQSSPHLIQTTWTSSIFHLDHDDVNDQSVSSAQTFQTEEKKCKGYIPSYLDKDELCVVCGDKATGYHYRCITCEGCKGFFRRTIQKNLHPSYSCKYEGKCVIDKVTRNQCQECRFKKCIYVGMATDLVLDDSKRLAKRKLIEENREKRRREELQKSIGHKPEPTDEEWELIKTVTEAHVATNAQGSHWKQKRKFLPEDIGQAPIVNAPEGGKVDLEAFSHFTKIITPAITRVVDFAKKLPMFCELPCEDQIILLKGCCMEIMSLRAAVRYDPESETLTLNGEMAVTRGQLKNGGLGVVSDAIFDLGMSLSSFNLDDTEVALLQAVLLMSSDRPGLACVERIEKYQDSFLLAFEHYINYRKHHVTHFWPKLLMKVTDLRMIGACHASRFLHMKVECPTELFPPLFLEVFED
#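 Each compound concentration gave % activity, normalized to unbound and bound Texas Red SRC2 controls, from polarization read after 5 hr ambient incubation with T3-loaded human TRb LBD.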
# RECQ1 helicase – blocks DNA unwinding by human RECQ1; RECQ1 DNA unwinding, red fluorescence kinetic read; 240,000 tested, 0.54% active; P46063; Potency, µM (series often up to 57.3 µM), for inactives: at the highest dose activity, negative = inhibition, usual class: inhibitors;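 note: plate controls were vehicle for no effect and no enzyme for full effect; nearly all actives have a fitted effect of over 30% in size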
#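 50 nM RECQ1T1 preincubated 15 min with compound in Tris pH 8.0 buffer with MgCl2, DTT, Tween-20 and 2.5 ug/ml poly(dI-dC); started with 200 nM TAMRA/BHQ-2 forked duplex and 2 mM ATP. Unwinding read as fluorescence (525/598 nm), two reads 2 h apart.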
# GoLoco inh red – RGS12 GoLoco-Gai1 interaction inhibition; Gai1:RGS12 GoLoco peptide FP, rhodamine, 10 min; 230,000 tested, 0.44% active; Potency, µM (top dose mostly 61.6 µM), without a hit: at the highest dose activity, negative = inhibition, actives largely listed as inhibitors; P63096; active = well fitted inhibition curve with a large enough effect, not every such curve was filed as active; inactive = no such curve, though single readings can be large or run the other way; note: nearly all actives have a fitted effect of over 30% in size; many of its hits are not listed in these tables
# Target sequence (P63096 whole entry, looked up): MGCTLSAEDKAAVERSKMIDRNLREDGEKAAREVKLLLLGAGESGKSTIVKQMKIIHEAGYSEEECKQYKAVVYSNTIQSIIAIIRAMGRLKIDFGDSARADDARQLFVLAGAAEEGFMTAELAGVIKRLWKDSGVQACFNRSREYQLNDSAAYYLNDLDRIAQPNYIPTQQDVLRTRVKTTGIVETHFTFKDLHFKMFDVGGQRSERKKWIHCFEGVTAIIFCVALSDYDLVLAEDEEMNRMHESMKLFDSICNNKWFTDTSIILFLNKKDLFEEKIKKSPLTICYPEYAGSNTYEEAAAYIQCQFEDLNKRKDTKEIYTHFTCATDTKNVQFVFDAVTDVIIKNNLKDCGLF
# L3MBTL1 inh – blocks human L3MBTL1; AlphaScreen L3MBTL1–H3K9me1 peptide binding; Potency, µM (top dose mostly 57.1 µM), without a hit: top-dose activity, negative = inhibition, hits mostly inhibitors; 230,000 tested, 0.66% active; AID 485360; note: nearly all actives have a fitted effect of over 60% in size
#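 L3MBTL1 50 nM + b-AHA-H3(1-15)K9me1 75 nM, 30 min RT; compound added, 30 min RT; streptavidin donor/Ni-chelate acceptor beads 10 ug/mL each final, 30 min RT dark; AlphaScreen read.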
# Tau ThT inhib – blocks human tau fibril formation measured by thioflavin T. AID 1460. P10636. recombinant tau K18 P301L (four-repeat tau fragment), heparin-induced fibrillization, ThT fluorescence. 270,000 tested, 2.1% active. Potency, µM (series often up to 57.4 µM), for inactives: top-dose activity, negative = inhibition, hits mostly inhibitors; note: nearly all actives have a fitted effect of over 55% in size
#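 Recombinant human tau K18 fragment […] carrying P301L, 15 uM unlabeled plus 0.24 uM Alexa 594-labeled, was fibrillized with 20 uM heparin in 100 mM sodium acetate pH 7 for 6 hr at 37 C; 30 uM ThT fluorescence read after 1 hr.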
# KDM4E inh – JMJD2E (human) inhibition; B2RXH2; JMJD2E catalytic domain, FDH-coupled NADH fluorescence (FDH is formaldehyde dehydrogenase); Potency, µM (titrated, usually from 57.1 µM), for the others: at the highest dose activity change, negative = inhibition, actives largely listed as inhibitors; 230,000 tested, 1.6% active; active = well fitted inhibition curve with a large enough effect, not every such curve was filed as active; inconclusive = small, poorly fitted or top-dose-only effect, or another doubt; inactive = no such curve, though single readings can be large or run the other way;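 note: 0% = wells with enzyme and -100% = buffer wells without enzyme; nearly all actives have a fitted effect of over 50% in size; many of its hits are not listed in these tables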
# Active calls of the source: *; i = inactive; ? = inconclusive; . = no result given; [ ] = another dose, or the depositor's remark. Unless noted, calls come from the whole dose curve; as a rule, active = well fitted curve in the direction sought with a large enough effect; inconclusive = small, poorly fitted or top-dose-only effect, or another doubt; inactive = no such curve, though single readings can be large; an effect the other way counts as inactive or inconclusive. Unless noted, % is set by controls: 0 for no effect and ±100 for the full control effect; potency is the fitted concentration of half-maximal effect.
SMILES,TR SRC2 fluor cs,Tau fibril FP,TRb SRC2 PPI,RECQ1 helicase,GoLoco inh red,L3MBTL1 inh,Tau ThT inhib,KDM4E inh
O=C(C[n+]1cccc(/C=N/O)c1)N(Cc1ccccc1)Cc1ccccc1,-1%,-10%,-10%,-5%,6%,3%,3%,-8%
CCN(CC)C(=O)CN(C#N)c1nc(C)cc(C)n1,0%,1%,-1%,-16%,5%,-1%,0%,-10%
NS(=O)(=O)c1ccc(CCNC(=O)c2ccc3ccccc3n2)cc1,1%,0%,-1%,i,0%,3%,-2%,-1%
CCOc1ccc2nc(-c3ccccc3)nc(SCC(=O)Nc3ncc(C)s3)c2c1,-1%,-10%,-1%,-2%,-10%,?,-7%,-8%
Cc1cccc(NC(=O)CN2C(=O)S/C(=C\c3cc(C)n(C)c3C)C2=O)c1,2%,3%,3%,-4%,18%,-9%,?,4%
CCOc1cc(/C=C(/C#N)c2nc3ccccc3[nH]2)ccc1OCc1ccc(C(=O)O)o1,-3%,-1%,11%,-2%,69%[activator],-28%,-3%,-2%
N#Cc1ccc(CSc2nnc(NC(=O)C3CCCO3)s2)cc1 (stereo not given),-8%,-6%,-6%,i,-2%,3%,-10%,9%
CCc1ccc2c(c1)cc(C)c1nnc(SCC(=O)Nc3cc(OC)c(OC)cc3C(=O)O)n12,-1%,-1%,-3%,-8%,10%,-1%,-16%,-1%
O=C(Oc1ccc(=O)n(-c2ccccc2)n1)c1cccc(Cl)c1,1%[53 µM],-2%,-12%[53 µM],i,4%,6%,-11%,1%
C=CCN(c1ccccc1OC)S(=O)(=O)c1ccc(Cl)c(C(=O)Nc2ccc(N3CCOCC3)cc2)c1,1%,?,4%,i,47%[activator],?,-13%,-8%
Cc1cc(NC(=O)CSc2nnc(NCc3ccccc3)s2)no1,3%,-6%,5%,8%,0%,.,3%,3%
COc1cccc(OCc2cc(/C=N/n3cncn3)ccc2OC)c1,-5%,-5%,-3%,-4%,11%,4%,-4%,1%
COc1cc(NS(C)(=O)=O)cc(OC)c1OC,-2%,-7%,-4%,i,-1%,6%,-3%,7%
COC(=O)c1ccc(NC(=O)C(C)N2C(=O)c3ccccc3C2=O)cc1 (stereo not given),0%,3%,-7%,-12%,8%,-6%,-4%,-2%
C/C(=N\NC(=O)CCc1c(C)n[nH]c1C)c1ccc([N+](=O)[O-])cc1,-6%,0%,1%,-1%,2%,14%,-18%,2%

# Profiles from above. Order of values: TR SRC2 fluor cs, Tau fibril FP, TRb SRC2 PPI, RECQ1 helicase, GoLoco inh red, L3MBTL1 inh, Tau ThT inhib, KDM4E inh
# CCOc1ccc2nc(-c3ccccc3)nc(SCC(=O)Nc3ncc(C)s3)c2c1 reads -1%, -10%, -1%, -2%, -10%, ?, -7%, -8%
# N#Cc1ccc(CSc2nnc(NC(=O)C3CCCO3)s2)cc1 (stereo not given) reads -8%, -6%, -6%, i, -2%, 3%, -10%, 9%
# Cc1cccc(NC(=O)CN2C(=O)S/C(=C\c3cc(C)n(C)c3C)C2=O)c1 reads 2%, 3%, 3%, -4%, 18%, -9%, ?, 4%

# Back to the main list, repeating the two entries before the break.
SMILES,TR SRC2 fluor cs,Tau fibril FP,TRb SRC2 PPI,RECQ1 helicase,GoLoco inh red,L3MBTL1 inh,Tau ThT inhib,KDM4E inh
COC(=O)c1ccc(NC(=O)C(C)N2C(=O)c3ccccc3C2=O)cc1 (stereo not given),0%,3%,-7%,-12%,8%,-6%,-4%,-2%
C/C(=N\NC(=O)CCc1c(C)n[nH]c1C)c1ccc([N+](=O)[O-])cc1,-6%,0%,1%,-1%,2%,14%,-18%,2%
Cc1ccc(NC(=O)Cn2c(=O)n(Cc3ccccc3)c(=O)c3c(C)c(C)sc32)c(C)c1,-3%,?,3%,.,.,.,12%,.
Clc1ccc(-c2cc(C3CCNCC3)[nH]n2)c(Cl)c1,-1%,7%,5%,-1%,-3%,15%,0%,7%
O=C(Cc1ccccc1)NNC1CC(=O)N(c2ccccc2)C1=O (stereo not given),1%,-7%,7%,-2%,-2%,16%,-8%,10%
Cc1oc2c(c1C(=O)NCCO)CCCC2,-3%,0%,-1%,5%,6%,.,0%,2%
COc1cccc(NC(=O)CSc2nc3ccc(NC(=O)c4ccco4)cc3s2)c1,-2%,?,?,.,.,.,9%,.
CC(=O)Nc1ccc(NC(=O)Cn2cnc3c(cnn3C(C)(C)C)c2=O)cc1,-4%,4%,3%,-7%,1%,6%,1%,5%
COc1ccc(N(C)S(=O)(=O)c2cccc(C(=O)Nc3cc(OC)ccc3OC)c2)cc1,-3%,3%,0%,-7%,-9%,.,3%,-8%
Cc1cc(C)c(C(=O)O)c(Cl)n1,1%,15%,1%,-9%,-25%,-7%,13%,-7%
O=C1CCCc2c1nc(-c1ccco1)n2O,-1%,-3%,-8%,16%,-3%,-11%,-11%,?
Cc1cc(C)n2nc(NCc3ccccc3Cl)nc2n1,4%,-7%,-11%,.,.,.,-4%,.
CCOC(=O)c1cccc(NS(=O)(=O)c2cn(C)c(C)n2)c1,-6%,-15%,-6%,.,.,.,1%,.
C=CCNC(=O)/C(C#N)=C/c1c(N(Cc2ccccc2)Cc2ccccc2)nc2ccccn2c1=O,?,-6%,-7%,-10%,34%[activator],-13%,-16%,?
CC(=O)Oc1ccc(C(=O)c2ccccc2)c(OC(C)=O)c1,0%,-8%,2%,-7%,8%,.,?,6%
CC(C)Oc1ccc2nnnn2n1,-3%,-4%,-13%,i,11%,5%,-1%,1%
CCn1cnc2c1c(=O)n(CC(=O)N1CCc3ccccc31)c(=O)n2Cc1ccccc1,2%,0%,-17%,-6%,-9%,-7%,-4%,0%

# (further entries)
smiles | TR SRC2 fluor cs | Tau fibril FP | TRb SRC2 PPI | RECQ1 helicase | GoLoco inh red | L3MBTL1 inh | Tau ThT inhib | KDM4E inh
Cc1cccc(N=Cc2c(O)cc(C)oc2=O)c1 | 11% | 2% | 11% | i | 204%[activator] | ? | 0% | ?
O=C(Nc1cccc(NC(=O)c2ccc(Br)o2)c1)c1ccccc1 | -1% | -18% | -6% | . | . | . | ? | .
Cc1cccn2cc(CCNC(=O)c3ccco3)nc12 | 0% | -2% | 3% | i | 2% | 6% | ? | 1%
CC(C)(C)c1ccc(Oc2ccc(NC(=O)CCCC(=O)O)cn2)cc1 | -2% | -3% | -3% | -2% | -2% | -1% | -12% | -8%
O=C(O)CCSc1nnc(-c2ccc(Cl)cc2Cl)o1 | -3% | -7% | 9% | . | . | . | -14% | .
NS(=O)(=O)c1ccc(NC(=O)/C=C/c2cn(-c3ccccc3)nc2-c2cccc(Cl)c2)cc1 | -4% | 12% | -9% | i | 34%[activator] | 45%[activator] | 8% | 1%
CSCC(O)Cn1ncc2ccccc2c1=O (stereo not given) | -1% | 1% | -12% | 1% | -1% | . | . | -4%
Cc1ccc(S(=O)(=O)NNC(=O)c2sc(=S)n(C)c2C)cc1 | -3% | 4% | -4% | -2% | -4% | -2% | -5% | -1%
Cc1ccc(C(=O)COC(=O)CNC(=O)C(c2ccccc2)c2ccccc2)cc1[N+](=O)[O-] | 0% | -4% | -12% | 6% | 3% | 0% | -5% | 8%
c1ccc(Oc2ncnc3oc(-c4ccccc4)cc23)cc1 | ? | -4% | -11% | i | -8% | 8% | -5% | 0%
COC(=O)c1ccccc1NC(=O)Cn1c(=O)n(Cc2ccccc2)c(=O)c2c(C)c(C)sc21 | -2% | -4% | -14% | -8% | 2% | 0% | -1% | 1%
Nc1ccc(Oc2ccc(F)cc2)nc1 | -2% | 14% | -4% | 11% | 11% | -12% | -6% | ?
COC(=O)c1ccc(C2CC(=O)Nc3c2c(C)nn3-c2nc(C)cc(C)n2)cc1 (stereo not given) | -22% | 5% | 0% | . | . | . | 0% | .
Cc1c(C(=O)N2c3ccccc3Sc3ccccc32)cccc1[N+](=O)[O-] | 1% | -4% | -24% | -7% | 2% | -10% | -7% | -1%
Cc1ccccc1S(=O)(=O)N(CC(O)CN1C(=O)NC(C)(C)C1=O)c1ccccc1 (stereo not given) | -3% | -4% | -2% | i | 4% | 9% | 2% | 0%
CCN1CCN(CC(=O)Nc2sc3c(c2C#N)CCC(C)C3)CC1 (stereo not given) | 2% | 3% | -11% | 3% | 6% | -6% | 3% | -8%
Fc1ccccc1N1CC(c2ccccc2)C(c2cccs2)=N1 (stereo not given) | -5% | ? | -6% | -6% | -1% | . | -12% | ?
N=C1/C(=C\c2ccc(-c3cccc(C(=O)O)c3)o2)C(=O)N=C2SC=C(c3ccccc3)N12 | -26% | 8% | 7% | ? | 40%[activator] | 22µM* | 2.5µM* | ?
COC(=O)c1sccc1NC(=O)c1ccc(OC)cc1OC | -2%[53 µM] | -8% | -1%[53 µM] | -12% | 13% | 5% | ? | 3%
CCCNC(=O)Nc1ccccc1C(=O)Nc1ccc(OC)cc1 | -1% | -4% | 8% | 2% | 7% | -5% | -11% | 1%
COc1ccc(CCNC(=O)CSc2nccc(=O)[nH]2)cc1OC | -1% | 7% | 5% | i | 27% | 10% | -7% | 2%
Cc1ccc(-n2nc(CO)c(C(=O)NCc3cccs3)n2)cc1 | -2% | 4% | -2% | . | . | . | 0% | .
CCN(CC)CCCNC(=O)c1ccc(Cn2c(=O)[nH]c3cc(OC)c(OC)cc3c2=O)cc1 | -1% | -8% | 6% | . | . | . | -9% | .

# Some of the entries above in a different format.
Cc1ccc(S(=O)(=O)NNC(=O)c2sc(=S)n(C)c2C)cc1
- TR SRC2 fluor cs: -3%
- Tau fibril FP: 4%
- TRb SRC2 PPI: -4%
- RECQ1 helicase: -2%
- GoLoco inh red: -4%
- L3MBTL1 inh: -2%
- Tau ThT inhib: -5%
- KDM4E inh: -1%
Cc1ccc(C(=O)COC(=O)CNC(=O)C(c2ccccc2)c2ccccc2)cc1[N+](=O)[O-]
- TR SRC2 fluor cs: 0%
- Tau fibril FP: -4%
- TRb SRC2 PPI: -12%
- RECQ1 helicase: 6%
- GoLoco inh red: 3%
- L3MBTL1 inh: 0%
- Tau ThT inhib: -5%
- KDM4E inh: 8%

# Some of the compounds tested; rates above refer to the full screens.
